Screens as filed in PubChem BioAssay.
SMARCA2 act: SMARCA2 function activation, primary screen; MG213 cells, MMTV-luciferase reporter, dexamethasone, overnight; activation, % at 9.1 µM; 1% of 370,000 active; in the data active = activation above about 7.8%;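 note: 0% = vehicle wells and 100% = reference activator wells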
hcDAF12 agonist: activates DAF-12 receptor from parasite H. contortus | HEK293 hcDAF-12 lit1-tk-luc reporter, luminescence; 0% DMSO, 100% Δ7-dafachronic acid | activation, % at 6.8 µM | 1.4% of 370,000 active | AID 652067;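 active = activation above the mean of all tested compounds plus 3 SD, cut at about 5.5% in these data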;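 note: 100% = response to 3 µM Δ7-dafachronic acid high control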
ssDAF-12 act: activators of S. stercoralis DAF-12 nuclear receptor | 1% of 370,000 active | AID 652126 | HEK293 ssDAF-12/GRIP1 lit1-tk-luc reporter, luminescence; % of 3 µM dafachronic acid response | activation, % at 6.8 µM;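 active = activation above the mean over all tested compounds plus 3 SD, cut at about 0.9% in these data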;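 note: 0% = DMSO-only wells and 100% = 3 µM delta7-dafachronic acid wells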
DAX1 inh-1: inhibitors of DAX1 repression of SF-1 activated StAR promoter | AID 652010 | 1.1% of 370,000 active | inhibition, % at 6.8 µM | HEK293T StAR-luciferase reporter, SF-1/DAX-1 repression relief;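 active = inhibition above the mean over all tested compounds plus 3 SD, cut at about 3.6% in these data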;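 note: 0% = DAX-1 cells with DMSO and 100% = cells lacking DAX-1 with DMSO; higher inhibition means more luminescence from relief of DAX-1 repression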
ADAM10 inh: ADAM10 inhibition, QFRET primary screen. O14672. recombinant ADAM10, EDANS/DABCYL FRET peptide cleavage, 3 h. inhibition, % at 7 µM. 0.62% of 370,000 active;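 active = inhibition above a per-campaign cutoff equal to the mean of compounds falling between control-based bounds plus 3 SD, cut at about 20% in these data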;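 note: 0% = DMSO wells while the 100% control is not disclosed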
NPR1 activator: GC-A (human) enzyme activation | P16066 | HEK293 GC-A cells, cGMP TR-FRET, EC30 ANP; 0% at EC30 ANP, 100% saturating ANP | activation, % at 10 µM | 0.14% of 370,000 active | AID 1671463; in the data active = activation above about 40%
PG9 binder: PG9 antibody binding by small molecule; 0.43% of 360,000 active; AID 624416; inhibition, % at 6.7 µM; TR-FRET gp120-PG9 antibody binding; in the data active = inhibition above about 8.5%
ADAM17 inh: ADAM17 inhibition, QFRET primary screen; inhibition, % at 6.95 µM; P78536; 0.83% of 370,000 active; recombinant ADAM17, EDANS/DABCYL FRET peptide cleavage;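 active = inhibition above the mean of compounds lying between control limits plus 3 SD, set per campaign, cut at about 8.5% in these data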;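 note: 0% = DMSO-only wells as the low control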
Target sequence (P78536 215-824 limits assumed): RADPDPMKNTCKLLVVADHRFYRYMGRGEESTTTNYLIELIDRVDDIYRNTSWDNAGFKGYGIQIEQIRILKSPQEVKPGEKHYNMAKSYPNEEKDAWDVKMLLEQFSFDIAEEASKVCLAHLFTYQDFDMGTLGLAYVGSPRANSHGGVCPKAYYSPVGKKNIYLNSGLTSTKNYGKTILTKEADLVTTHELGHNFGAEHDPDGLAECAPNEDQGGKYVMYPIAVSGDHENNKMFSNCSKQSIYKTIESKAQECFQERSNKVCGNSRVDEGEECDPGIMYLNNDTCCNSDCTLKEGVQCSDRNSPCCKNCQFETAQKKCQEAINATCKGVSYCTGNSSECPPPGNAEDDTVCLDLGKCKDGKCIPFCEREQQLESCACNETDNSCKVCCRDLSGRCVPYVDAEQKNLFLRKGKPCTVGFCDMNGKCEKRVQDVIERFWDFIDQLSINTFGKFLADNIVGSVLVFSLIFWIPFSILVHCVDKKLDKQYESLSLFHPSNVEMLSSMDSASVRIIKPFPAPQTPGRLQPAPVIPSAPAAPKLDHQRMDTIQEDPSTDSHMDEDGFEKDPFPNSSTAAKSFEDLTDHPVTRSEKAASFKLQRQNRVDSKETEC
hgDAF12 agonist: activates the H. glycines DAF-12 receptor ligand-binding domain. HEK293 GAL4-hgDAF12 UAS-luciferase reporter, agonist luminescence; normalized to butyrate control. activation, % at 6.8 µM. 1.8% of 370,000 active;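 active = activation above a cutoff set at the mean of all screened compounds plus 3 SD, cut at about 10% in these data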;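 note: 0% = DMSO wells and 100% = sodium butyrate wells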
DAX1 inh-2: inhibitors of human orphan nuclear receptor DAX1 (NR0B1); inhibition, % at 6.75 µM; P51843; HEK293 Gal4-DAX1 luciferase reporter, luminescence; AID 504766; 0.99% of 340,000 active;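 active = inhibition above the mean over all tested compounds plus 3 SD, cut at about 4.2% in these data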;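 note: 0% = DAX1-transfected cells with DMSO and 100% = empty-vector control cells with DMSO; inhibition shows as a rise in luminescence from relieved DAX1 repression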
Target sequence (P51843 207-470 limits assumed): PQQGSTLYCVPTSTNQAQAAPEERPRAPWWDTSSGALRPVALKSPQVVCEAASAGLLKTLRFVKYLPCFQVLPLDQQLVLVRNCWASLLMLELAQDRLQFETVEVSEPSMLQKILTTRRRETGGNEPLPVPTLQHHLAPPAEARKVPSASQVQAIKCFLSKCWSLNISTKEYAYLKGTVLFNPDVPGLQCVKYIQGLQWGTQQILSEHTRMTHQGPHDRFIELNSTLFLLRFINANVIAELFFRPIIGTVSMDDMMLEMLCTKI
GAA850 FXN act: frataxin GAA850 promoter activation | HEK293 lucGAA850 FXN promoter luciferase reporter, 24 h; percent of 10 µM SAHA response | activation, % at 6 µM | 0.56% of 360,000 active;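 active = activation above the average of all compounds screened plus 3 SD, cutoff fixed separately per campaign, cut at about 7.5% in these data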;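 note: 0% = DMSO wells and 100% = 10 µM SAHA wells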
Starred values were filed as active, the others as inactive; i = inactive; . = not tested or not shown.

SMILES	SMARCA2 act	hcDAF12 agonist	ssDAF-12 act	DAX1 inh-1	ADAM10 inh	NPR1 activator	PG9 binder	ADAM17 inh	hgDAF12 agonist	DAX1 inh-2	GAA850 FXN act
Cc1noc(C)c1C(=O)N1CCC1(C)C(=O)NS(=O)(=O)c1cccs1 (stereo not given)	-6.0	-1.6	-1.2	0.5	-0.6	2.5	-0.8	-5.4	-0.9	.	-0.3
CCC(=O)N1CCN(c2ccc(Cl)cc2NC(=O)c2cccc([N+](=O)[O-])c2)CC1	0.1	2.7	-1.6	-0.3	1.8	-2.0	0.8	5.0	5.4	1.2	0.0
CCOc1ccc(S(=O)(=O)N2CCN(C(=O)c3ccc(C)c(S(=O)(=O)N4CCOCC4)c3)CC2)cc1	-2.7	-1.0	-2.1	-2.2	-9.0	-1.5	1.6	1.4	-1.2	-0.6	-2.1
CC1=C([N+](=O)[O-])C(c2ccccc2)NC(=O)N1 (stereo not given)	-2.6	-1.4	-0.6	0.1	6.8	0.3	-2.7	0.9	0.7	-0.9	-0.2
COc1ccc(CCC2=NCCN2C(CC(C)C)c2nc3ccccc3[nH]2)cc1 (stereo not given)	1.2	-0.6	-1.4	-0.4	-13.5	-1.6	0.1	-3.7	2.6	.	.
CCCC(C)C(=O)Nc1ccc(S(N)(=O)=O)cc1 (stereo not given)	-4.1	-1.0	-1.1	0.1	-7.1	-1.2	0.1	1.4	-1.2	-0.6	0.1
COc1ccc(N(CC(=O)Nc2cccc([N+](=O)[O-])c2C)S(C)(=O)=O)cc1OC	1.4	0.2	-1.0	-0.4	7.3	-4.3	-4.2	2.5	-2.6	-0.5	0.3
CC(=O)OC1CCC2(C)C(CCC3C2CC(=O)C2(C)C3CC(C(C(C)=O)C(C)=O)C2C(C)=O)C1 (stereo not given)	-0.8	1.9	0.0	-0.2	-4.7	1.2	-0.1	-0.4	-1.2	0.4	-2.4
CCOC(=O)c1c(NC(=O)/C=C\C(=O)O)sc(C)c1-c1ccccc1	-4.5	0.4	-1.6	-1.1	-8.9	1.2	-0.8	-4.5	-3.1	1.3	-0.8
Cc1cc(S(=O)(=O)Nc2c(C)nc3nc[nH]n3c2=O)ccc1F	-3.6	1.1	-1.5	0.6	-5.2	0.5	2.2	-2.3	0.1	-0.6	1.4

Continued, overlapping the part above by three compounds.
SMILES	SMARCA2 act	hcDAF12 agonist	ssDAF-12 act	DAX1 inh-1	ADAM10 inh	NPR1 activator	PG9 binder	ADAM17 inh	hgDAF12 agonist	DAX1 inh-2	GAA850 FXN act
CC(=O)OC1CCC2(C)C(CCC3C2CC(=O)C2(C)C3CC(C(C(C)=O)C(C)=O)C2C(C)=O)C1 (stereo not given)	-0.8	1.9	0.0	-0.2	-4.7	1.2	-0.1	-0.4	-1.2	0.4	-2.4
CCOC(=O)c1c(NC(=O)/C=C\C(=O)O)sc(C)c1-c1ccccc1	-4.5	0.4	-1.6	-1.1	-8.9	1.2	-0.8	-4.5	-3.1	1.3	-0.8
Cc1cc(S(=O)(=O)Nc2c(C)nc3nc[nH]n3c2=O)ccc1F	-3.6	1.1	-1.5	0.6	-5.2	0.5	2.2	-2.3	0.1	-0.6	1.4
C=CCn1c(SCC(=O)c2ccc(O)c(O)c2)nnc1-c1cccc(C)c1	-1.2	-0.3	-1.1	-0.3	3.0	-4.7	-0.5	-0.7	2.5	-0.7	3.3
COc1ccc(NS(=O)(=O)c2cccc(C(=O)NN=Cc3cc(Br)c(O)c(Br)c3)c2)cc1	-1.5	2.4	-0.6	0.0	-2.2	-0.8	-3.9	-2.8	0.2	-0.7	0.7
O=C(Nc1ccc(OC(F)F)cc1)c1cc(S(=O)(=O)N2CCCCC2)ccc1N1CCOCC1	0.8	-1.2	-1.4	0.3	1.5	-3.7	-1.6	-0.1	1.1	-0.2	-0.1
O=C(O)[C@@H]1CCCN1C(=O)c1ccco1	-2.4	-1.5	-1.6	-0.2	-3.8	4.5	-1.4	-2.3	0.3	0.3	-0.5
COc1cccc(Nc2nnc(SCN3C(=O)c4ccccc4C3=O)s2)c1	1.7	0.4	-1.4	0.2	5.1	-2.7	-1.6	0.0	0.9	-0.2	2.3
COC(=O)C1SCC2C(=O)N(Cc3ccc(Cl)cc3)CC(=O)N21 (stereo not given)	-1.0	-1.1	-1.6	0.0	3.8	0.5	-0.9	2.6	2.7	-0.1	1.1
CCC(=O)NC(=S)Nc1ccc(S(=O)(=O)NC2CCCCC2)cc1	0.7	-4.3	-1.2	-3.4	2.1	12.5	-3.9	3.0	-1.6	-2.0	0.2
O=C(N/N=C/C1CC2CCC1C2)C1CC1 (stereo not given)	0.4	2.4	-1.2	3.7*	-5.4	1.8	1.3	-3.0	1.3	0.3	-2.0
Cc1ccc(-c2nnn(CC(=O)NCCc3ccc4c(c3)OCO4)n2)o1	-2.4	1.7	-0.5	0.9	-2.4	-2.5	-1.1	-2.1	-0.9	-0.3	-0.4
O=C(COc1ccc(S(=O)(=O)N2CCCCC2)cc1)N1CCCCCC1	0.1	-1.2	-1.8	-0.3	-10.0	0.7	0.0	2.4	-2.2	-0.8	3.1
CCS(=O)(=O)Nc1cc(OC)c(OC)cc1Cc1nccc2cc(OC)c(OC)cc12	3.8	-1.3	-0.3	-0.1	1.2	-0.2	0.3	1.9	-3.0	2.7	5.6
CCCCc1nc(N)c(C#N)c(-c2ccco2)c1CCC	-2.5	-2.7	-1.5	1.3	-68.6	-0.6	0.0	-25.1	-2.7	1.1	3.5
CC(C)Cc1csc(NC(=O)c2ccccc2Cl)c1C(=O)O	-3.4	-0.2	-0.9	0.7	3.0	-2.2	-1.0	1.9	0.8	0.0	1.0
O=C(Nc1ccc2c(c1)OCCO2)C(=O)c1c[nH]c2ccccc12	1.9	5.1	0.8	2.1	12.5	-5.0	0.8	4.0	9.6	-3.0	-6.4
CC(=O)NC(c1cccc(F)c1)c1nc(-c2ccccc2)cs1 (stereo not given)	-0.9	-0.9	-0.9	-0.4	-5.0	-2.3	-0.4	-1.8	2.6	.	-2.2
COc1ccc(S(=O)(=O)N2CCCCC2)cc1NC(=O)CN(C)C1CCCCC1	-3.2	-3.0	-1.9	-0.7	-2.8	-4.3	0.7	-5.9	0.7	-0.2	1.2
Cc1cc(C(=O)CSc2ncccn2)c(C)n1-c1cccc(F)c1	1.8	6.1*	2.3*	4.3*	1.3	-1.9	-0.1	1.1	13.8*	2.5	3.7
O=C(NC1CCCC1)C(c1ccncc1)N(C(=O)c1csnn1)c1cccc(Cl)c1 (stereo not given)	0.9	0.8	-0.6	-0.1	4.1	-3.2	-1.2	-0.3	0.7	0.7	0.8
Fc1ccc(-c2nc3c(Cl)cc(C(F)(F)F)cn3c2Cc2cccc(Cl)c2)cc1	-3.8	3.6	0.7	2.8	-7.9	-7.5	1.0	-6.4	1.0	.	.
CC1=[N+]([O-])C(C)(C)C(c2ccc(Br)cc2)=[N+]1[O-]	12.4*	-0.5	-0.8	-0.2	2.6	6.1	-3.4	2.3	0.9	-1.0	2.6
NC1=NC(=O)/C(=C/c2cn(CCC(=O)O)nc2-c2ccc(F)cc2)S1	-1.1	-3.7	-1.0	-0.3	-5.6	-4.8	-0.3	0.1	0.5	-1.0	2.0
CC(=O)Nc1cccc(-c2csc(Nc3ccc(C)cn3)n2)c1	3.2	12.8*	0.6	5.5*	13.3	4.8	-1.2	4.1	17.4*	-0.1	4.3
CCS(=O)(=O)N1Cc2ccccc2CC1C(=O)Nc1nc2ccc(F)cc2s1 (stereo not given)	1.5	7.3*	0.6	0.7	-5.5	10.4	-2.6	-1.7	10.2	2.6	1.6
CCCS(=O)(=O)NC(=O)C1(C)CCCN(C(=O)c2cc(OC)c(OC)c(OC)c2)C1 (stereo not given)	4.5	2.4	-0.8	0.8	-3.5	0.8	0.2	1.5	0.7	.	-0.5
CC(=O)c1c(C)nc2ccccn12	-0.1	-1.7	-1.4	0.4	-4.3	-1.4	-0.1	-1.0	0.1	-0.4	-0.7
O=C(CNC(=O)c1ccc(Br)o1)NCc1ccc2c(c1)OCO2	2.0	0.2	-1.4	-0.1	3.4	-2.0	-2.8	1.9	1.4	0.5	-0.6
COc1ccccc1NC(=O)Nc1ccnn1C1CCCCC1	-2.6	-0.7	-1.5	-0.6	0.2	-0.7	-0.8	-0.3	0.0	-0.1	-1.4
Cc1ccc2nc(-c3ccc(NC(=O)CCN4C(=O)c5ccccc5C4=O)cc3)sc2c1	2.0	8.7*	0.9*	5.9*	i	-5.6	-0.8	-430.2	16.8*	-0.3	6.7
CC1CCN(C(C)C(=O)Nc2ccc(S(=O)(=O)N3CCCC3)cc2)CC1 (stereo not given)	-2.5	-0.1	-1.1	-0.2	-11.0	3.4	0.2	-4.2	-0.2	-0.2	0.9
O=C(NCc1cccnc1)C1CCC(CNS(=O)(=O)c2ccc(Cl)cc2)CC1 (stereo not given)	-3.1	-0.9	-1.6	-1.8	-3.6	2.3	0.4	-3.7	2.2	0.2	0.3
Cc1csc(NC(=O)c2cc(-c3ccncc3)nc3ccccc23)n1	-3.3	-0.4	-0.4	-0.7	7.4	-2.2	-0.5	0.5	0.3	-0.9	1.6
COc1ccc(Br)cc1S(=O)(=O)N1CC(C)OC(C)C1 (stereo not given)	-0.9	-1.5	-1.2	1.1	-3.1	-4.2	-1.0	5.0	-0.1	1.4	0.6
CCCn1c(=O)[nH]c(=O)c2c1nc(-c1ccc(OC(F)(F)C(F)C(F)(F)F)cc1)n2CCOC (stereo not given)	-2.0	-1.1	-1.6	0.2	-56.9	-2.5	-1.6	-20.6	-1.4	1.6	-1.1
COc1ccc(/C=C/c2nc3cc(-c4ccccc4)ccc3o2)cc1O	-2.5	-2.8	-1.6	-0.5	-59.9	4.3	-0.7	-24.9	-0.9	-0.8	3.8
Cc1ccc2cc(CN(CC3CCCO3)S(=O)(=O)c3c(C)ccc4nsnc34)c(=O)[nH]c2c1 (stereo not given)	-3.8	3.6	-0.7	0.5	0.4	-0.6	-0.4	-2.4	2.2	0.9	1.5
CCC(=O)NNc1cccc(Cl)n1	-0.3	1.5	-0.6	-0.4	-10.4	-3.4	2.3	-4.3	1.7	-0.6	1.6
O=S(=O)(Nc1ccc(-c2nc3cccnc3s2)cc1)c1cccs1	5.5	2.0	0.8	2.1	i	3.4	0.3	i	5.1	3.2	3.5
CCCc1nc2ccccc2c(=O)n1-c1ccc(C(=O)OCC)cc1	-0.1	1.6	-1.6	-0.3	6.6	-1.7	0.7	-0.9	-1.3	-1.1	-3.0
CCCCNc1cc(=O)n(C)c(=O)[nH]1	-0.4	-1.0	-0.3	-0.2	-10.6	-0.3	1.1	0.6	-1.2	8.1*	1.5
CCN1CCN(c2nc(Nc3ccc(OC)cc3)nc(N)c2[N+](=O)[O-])CC1	1.2	-0.2	-1.5	-0.2	3.6	-2.5	-3.1	1.3	0.5	.	1.2
O=C(CCSc1ccc(Br)cc1)c1ccc(O)cc1	4.5	0.8	-0.8	-0.5	10.2	6.7	-1.5	1.7	3.4	-0.2	-1.4
CC(=O)C1=CCC(c2ccc(Cl)cc2)N(S(=O)(=O)c2ccccc2C)C1 (stereo not given)	-4.9	0.4	-0.8	-2.4	-6.0	-9.2	-0.7	0.0	-0.6	.	.
CCOC(=O)C(NC(=O)c1ccc(OC)cc1)(Nc1cc(C)on1)C(F)(F)F (stereo not given)	-1.2	-2.3	-1.0	0.4	-0.9	-0.6	-2.5	-1.6	4.5	0.4	0.1
